# Assay outcomes (PubChem BioAssay)
# PDI inh – inhibitors of human PDI, primary screen, biochemical, turbidity, single point, plate reader. inhibition, % at 10 µM. Protein disulfide-isomerase (Homo sapiens), P07237. AID 588391, 2011. PDI insulin aggregation turbidity, A650, 90 min. 350,000 compounds, 0.052% hits;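 active = mean inhibition across replicates of 30% or more, whatever share of single replicates reach that level; inconclusive = mean inhibition below 30% while every single replicate reaches 30%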;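 note: absorbance from insulin aggregation driven by PDI reduction with DTT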
# Target sequence (P07237 whole entry, looked up): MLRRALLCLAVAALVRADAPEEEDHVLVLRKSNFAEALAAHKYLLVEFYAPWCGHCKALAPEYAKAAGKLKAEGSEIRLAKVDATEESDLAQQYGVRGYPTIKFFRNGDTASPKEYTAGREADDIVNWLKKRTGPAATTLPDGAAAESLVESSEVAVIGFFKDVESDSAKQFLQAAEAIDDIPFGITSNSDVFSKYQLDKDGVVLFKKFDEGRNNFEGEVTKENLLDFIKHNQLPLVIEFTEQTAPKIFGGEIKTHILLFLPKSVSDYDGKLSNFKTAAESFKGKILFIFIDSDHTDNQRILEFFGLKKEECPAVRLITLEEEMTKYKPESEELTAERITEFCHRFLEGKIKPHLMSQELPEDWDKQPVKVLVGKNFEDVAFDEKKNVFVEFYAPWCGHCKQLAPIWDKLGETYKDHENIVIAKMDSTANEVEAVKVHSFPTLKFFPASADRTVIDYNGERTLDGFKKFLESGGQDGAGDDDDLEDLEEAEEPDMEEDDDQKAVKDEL
# CaV13 ICDI inh – Disruptors of the CACNA1D IQ motif to Ca2+-dependent inactivation inhibitor domain association, primary screening, Förster resonance energy transfer in intact living …; HEK cells, CFP/YFP FRET ICDI-IQ, plate reader, 10 min; percent FRET-ratio fall versus neutral wells; 340,000 compounds, 0.098% hits; inhibition, % at 12.3 µM;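 active = mean replicate inhibition of at least 30% and at least 1% of replicates passing that level; inconclusive = only one of the two criteria is met; inactive = neither criterion is met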;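 note: 0% = median of the neutral control wells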
# Peg3 promoter – Peg3 promoter-driven luciferase inhibitors, primary screen, cell-based, HeLa, luciferase luminescence. HeLa PEG-Prom luciferase reporter, overnight. inhibition, % at 20 µM. 360,000 compounds, 1.7% hits;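 active = inhibition of at least 50% at 20 µM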
# KKLEB tox – cytotoxicity in KKLEB CF airway cells, primary screen, cytotoxicity control for CF NF-kB inhibitor project, cell-based, uHTS, fluorescence assay plates | KKLEB CF airway cells viability, ATPlite luminescence, overnight; stronger effect = lower value; cells stimulated with P. aeruginosa culture filtrate | activity change (cytotoxicity), % at 5 µM | 360,000 compounds, 0.36% hits | AID 602141, 2011;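 active = corrected activity change at or below -50% at 5 µM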
# Vif inh – HIV Vif self-association inhibitors, primary screen, imaging, HEK293T, single point. 340,000 compounds, 0.35% hits. AID 602346, 2012. inhibition, % at 7.49 µM. HEK293T cells, Vif self-association by quenched fluorescence, 24 h; in the data active = inhibition above about 50%, passing the limit was not always enough; inconclusive = no clear call, values can overlap the other calls; inactive = below about 31%; note: some results filed as inactive read as strong as hits
# NR2E3 ag-1 – inhibitors of NR2E3-RetCOR corepressor binding, primary screen, NR2E3 agonist project, biochemical, TR-FRET, GST-NR2E3, biotin-RetCOR; 1536-well; Photoreceptor-specific nuclear receptor (Homo sapiens), Q9Y5X4; inhibition of corepressor binding, % at 4.78 µM; AID 2300, 2010; 320,000 compounds, 0.12% hits;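 active = percent inhibition above the cutoff of mean plus 3 SD of all tested compounds, set per screening campaign, cut at about 20% in these data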;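 note: 0% = DMSO wells and 100% = biotin wells as full block of FRET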
# Target sequence (Q9Y5X4 whole entry, looked up): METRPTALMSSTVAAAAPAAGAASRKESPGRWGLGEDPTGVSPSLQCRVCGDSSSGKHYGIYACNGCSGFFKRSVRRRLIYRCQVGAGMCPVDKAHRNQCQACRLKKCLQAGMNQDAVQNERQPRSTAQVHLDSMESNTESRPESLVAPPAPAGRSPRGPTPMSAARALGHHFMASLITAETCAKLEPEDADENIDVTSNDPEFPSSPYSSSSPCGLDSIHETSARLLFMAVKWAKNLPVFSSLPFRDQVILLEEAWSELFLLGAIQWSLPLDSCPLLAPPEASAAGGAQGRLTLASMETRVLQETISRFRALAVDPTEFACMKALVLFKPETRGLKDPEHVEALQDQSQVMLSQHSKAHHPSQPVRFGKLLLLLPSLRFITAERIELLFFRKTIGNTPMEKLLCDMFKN
#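 Assay system: NR2E3–RetCOR corepressor complex. Quantity: 1.35 nM GST-NR2E3. Buffer or medium: pH 7.5 Tris-based buffer. Reagent: biotinylated RetCOR corepressor at 7 nM final. Schedule: 5 h at 4 °C. Detection: TR-FRET, emission read at 617 and 671 nm. Replicates: one well per compound, singlicate testing.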
# NR2E3 ag-2 – NR2E3 agonists in two-hybrid cells, primary screen, cell-based, luminescence, CHO-S, Gal4-NCOR/VP16-NR2E3. Photoreceptor-specific nuclear receptor (Homo sapiens), Q9Y5X4. luciferase. inhibition of corepressor binding, % at 3.98 µM. 360,000 compounds, 0.35% hits. AID 602229, 2012;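 active = inhibition above the mean of all tested compounds plus 3 SD, cut at about 70% in these data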;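 note: 0% = DMSO with NR2E3 transfected cells and 100% = cells lacking NR2E3 construct; higher means lower luciferase signal from less NR2E3 corepressor binding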
# HIF-2a inh – HIF-2a reporter inhibitors, primary screen, luminescence, 786-0 RCC cells. 786-0 RCC cells HIF-2a reporter, luciferase luminescence, overnight. inhibition, % at 18.8 µM. 360,000 compounds, 0.72% hits. AID 624352, 2012;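 active = inhibition of the luminescence signal of 40% or more relative to plate controls, in a single-dose primary screen at 18.75 µM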
# MITF TRPM1 inh – inhibitors of MITF-dependent TRPM1 promoter reporter, primary screen, cell-based, SK-MEL-5, single point, luciferase | 330,000 compounds, 0.83% hits | SK-MEL-5 TRPM1 promoter luciferase, 24 h | inhibition, % at 12.5 µM;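 active = mean inhibition across replicates of 60% or more, whatever share of single replicates reaches that level; inconclusive = some that reach 60%, reason not given; inactive = mean inhibition across replicates below 60%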; note: values of inactives mirror those of a sister screen read the other way
# Shn3 inh set2 – reduction of Shn3 3'UTR firefly luciferase signal, primary screen, Schnurri-3 inhibitor project, cell-based, Clone20 osteoblasts, set 2; Clone20 osteoblast Shn3 3'UTR firefly luciferase, 24 h; inhibition, % at 12.5 µM; 360,000 compounds, 0.52% hits; AID 588674, 2011;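 active = mean inhibition of at least 75% with every replicate also reaching 75%; inconclusive = mean inhibition at least 75% but some replicate below; inactive = mean inhibition below 75%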;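 note: 0% = median of neutral control wells and 100% = pilot-screen positive control compound; some compounds past the cut are filed as inactive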
# CF NFkB inh – inhibitors of PAF-induced NF-kB signaling, primary screen, cell-based, GFP fluorescence, uHTS. KKLEB NF-kB-GFP reporter, GFP fluorescence overnight. inhibition, % at 5 µM. 360,000 compounds, 0.86% hits;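 active = at least 50% inhibition at 5 µM, scaled per plate between neutral and stimulator controls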;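 note: PAF is a Pseudomonas aeruginosa culture filtrate used as stimulus; plate controls were PAF-stimulated DMSO wells for no effect and unstimulated DMSO wells for full effect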
# * hit, by the source's call; ? = inconclusive; · = no result given.
SMILES	PDI inh	CaV13 ICDI inh	Peg3 promoter	KKLEB tox	Vif inh	NR2E3 ag-1	NR2E3 ag-2	HIF-2a inh	MITF TRPM1 inh	Shn3 inh set2	CF NFkB inh
COc1ccc(C2(c3ccc(OC)cc3)NC(=O)N(CC(=O)Nc3ccc(C(N)=O)cc3)C2=O)cc1	-5.4	-1.9	14.2	4.4	11.7	-0.3	-12.9	9.2	3.5	2.3	2.1
CC(C)[C@@H](NC(=O)OC(C)(C)C)C(=O)NCC1CCC(C(=O)N[C@@H](Cc2ccccc2)C(=O)O)CC1 (stereo partly drawn)	1.1	-5.7	4.5	-1.0	-6.7	-0.4	9.8	7.0	-3.1	-8.9	10.1
CC1CCCC(NC(=O)COC(=O)c2ccccc2C(=O)N(C)C2CCCCC2)C1C (stereo not drawn)	0.9	-7.5	-9.0	-21.6	2.0	·	-8.5	5.6	·	3.2	17.7
COc1cc(C)c(C)cc1S(=O)(=O)N1CCN(Cc2ccc3c(c2)OCO3)CC1	16.1	0.0	16.4	-4.4	2.0	3.4	1.7	13.4	7.8	1.9	16.6
Cc1cc(C)c2sc(N(CCN(C)C)C(=O)c3cc(Cl)sc3Cl)nc2c1	3.7	-6.9	-14.3	-7.5	8.0	2.4	-6.7	-16.9	-5.5	8.8	6.1
CC(C)c1ccc(Nc2nc(NCc3ccco3)nc(N3CCOCC3)n2)cc1	-2.1	-1.5	21.9	-9.0	-21.6	2.8	13.8	16.4	-4.4	4.2	12.3
CCCCNC(=O)c1ccc(NC(C)=O)c(Cl)c1	2.3	-2.0	9.6	8.3	0.8	-1.4	-30.4	8.8	5.0	-3.4	1.1
c1ccc(Cn2nnc3c(N4CCCCCC4)ncnc32)cc1	3.8	-7.8	-1.0	-5.6	-16.0	-0.1	2.4	-19.4	·	0.0	-9.1
CC1(OC(=O)CCc2ccccc2)C(=O)C=C2C=C(c3ccc(C#N)cc3)N(CCN3CCOCC3)C=C2C1=O (stereo not drawn)	-1.3	-2.5	7.0	-4.9	-0.4	-4.9	-13.0	6.7	13.6	1.7	-9.5
CN(C)c1ccc(Sc2ccc3nc(N)nc(N)c3c2)cc1	8.8	-5.6	105.4*	-31.4	-9.1	·	75.8*	-4.3	·	79.8	23.8
CCOC(=O)C(C)n1cnc2scc(-c3ccc(C)c(C)c3)c2c1=O (stereo not drawn)	-15.5	-3.8	16.5	5.2	3.7	2.3	6.8	25.2	4.4	11.0	1.6
COc1ccc2nc(NC(=O)CN3CCN(C)CC3)sc2c1	-15.1	·	-28.4	0.0	3.4	-2.1	-52.0	-43.6	-15.0	-27.6	-5.6
Cc1cc(NC(=O)c2cnn3cccnc23)no1	-5.6	-7.8	-119.4	0.7	-3.4	3.4	-61.7	-180.5	-46.0	-32.8	-29.6
COC(=O)c1ccc(-c2cc(C(=O)O)c3cc4c(cc3n2)OCCO4)cc1	-4.6	-2.6	-27.8	4.8	-1.3	-0.2	-29.1	-32.0	-5.1	-7.8	-3.0
CC1(C(=O)NCc2ccccc2)CCC(=O)N1CCCn1ccnc1 (stereo not drawn)	·	-9.8	6.7	-3.5	·	·	4.6	0.8	·	-7.3	-8.5
O=C(/C=C/c1ccc2c(c1)OCO2)NCCSCc1c(Cl)cccc1Cl	7.3	-9.5	9.5	-5.5	0.7	-4.5	22.9	-4.6	1.4	6.4	-18.0
Cc1cc2c(cc1C)N[C@]1(C[C@H]3CCCC(=O)N4CC[C@@H](C1)[C@@H]34)C(=NC(C)(C)CC(C)(C)C)N2	5.6	-10.4	3.3	13.2	-4.2	·	-33.6	0.8	-7.8	3.9	11.8
CCN(c1ccc2c(c1)OCO2)S(=O)(=O)c1cc(Br)cc2c1N(C(C)=O)CC2	-9.4	-7.4	23.5	-1.6	-1.2	-0.3	10.9	-2.0	1.0	71.0	2.9
Cc1cccc(C#CC2=CC(=O)CC(C)(C)C2)c1	-1.1	-5.7	-13.7	-4.8	12.5	·	23.4	-52.8	·	-47.8	19.2
N#Cc1cccc(Oc2ccc(S(=O)(=O)N3CCCC3)cn2)c1	-1.4	-1.4	12.2	7.9	2.1	·	11.7	11.0	2.9	-18.5	-3.7
NCCCCc1ccc2ccc3cccc4ccc1c2c34	-4.7	-6.5	-23.0	13.7	-0.9	·	-2.0	-7.4	2.1	-12.9	13.8
CCN1CCN(c2c(Cl)cccc2NC(=O)c2ccc(Br)o2)CC1	-1.9	-5.5	13.9	-11.3	8.7	3.6	-7.1	-15.9	2.9	-1.6	-9.6
COc1ccc(NC(=O)Nc2ccc3c(c2)C(=O)N([C@H](C)CO)C[C@H](C)[C@@H](CN(C)C(=O)Nc2ccc(C(F)(F)F)cc2)O3)cc1	3.7	-9.6	5.9	13.3	-5.3	·	-22.3	15.0	-0.1	-13.5	-23.2
CC(C)N1CCN(Cc2ccc(C#CC(C)(C)O)cc2)CC1CCO (stereo not drawn)	0.0	?	-4.9	8.6	-4.0	0.4	-3.7	7.8	7.3	-7.6	-21.6
CCOCCCn1c(=N)c(C(=O)NCc2ccc3c(c2)OCO3)cc2c(=O)n3cccc(C)c3nc21	2.0	-7.7	6.8	-13.9	·	0.3	0.1	-10.7	35.0	36.8	-23.1

# Additional records.
SMILES	PDI inh	CaV13 ICDI inh	Peg3 promoter	KKLEB tox	Vif inh	NR2E3 ag-1	NR2E3 ag-2	HIF-2a inh	MITF TRPM1 inh	Shn3 inh set2	CF NFkB inh
COC(=O)c1c(-c2ccc(OC)cc2)oc2ccc(-c3cc(OC)c(OC)c(OC)c3)cc12	-3.3	-8.6	29.4	-6.3	2.0	1.6	-6.8	-5.9	-2.2	16.3	-0.7
Cc1c(Cl)cnc(NC(=O)COC(=O)C2CC3CCCC(C2)C3=O)c1Cl (stereo not drawn)	2.8	-1.8	-6.2	-7.5	10.9	-0.4	-15.7	4.0	-5.8	14.6	16.5
C=CCn1nc2ccccc2c1OC	1.1	-10.7	-15.5	14.7	-0.4	1.1	8.1	-24.1	-4.2	-15.4	-8.2
Cc1ccc(S(=O)(=O)N(C)CC(=O)OCC(=O)NC(=O)Nc2ccc3c(c2)OCCO3)cc1	-0.4	-5.9	-61.9	11.1	-0.7	1.8	-6.8	-61.5	5.0	-68.4	-3.2
CCOC(=O)C/C(=N\Nc1ncnc2ccccc12)c1ccccc1	-1.1	-3.6	-159.5	4.2	-38.1	3.8	-65.6	-110.6	-40.7	-58.1	-16.8
COC(=O)Cn1c(=NC(=O)c2ccc(S(=O)(=O)N3CCOCC3)cc2)sc2cc(S(N)(=O)=O)ccc21	-8.0	-2.1	10.5	-2.0	20.4	3.5	-12.5	1.0	5.3	-14.4	-8.6
CCOc1ccc(NC(=O)CCC(=O)NNS(=O)(=O)c2ccccc2[N+](=O)[O-])cc1	-2.5	-4.4	9.8	17.3	13.2	3.2	21.6	-1.8	2.2	-0.5	15.1
CC(C)CC(NC(=O)C1CCC(C)CC1)C(=O)N1CCN(c2ccccn2)CC1 (stereo not drawn)	·	-11.9	5.9	6.9	-5.3	0.0	-16.9	11.8	·	-19.6	4.6
CCC(=O)N1CCCc2cc(S(=O)(=O)N3CCN(c4ccccc4F)CC3)ccc21	·	-2.9	14.1	-7.3	-4.8	1.3	20.7	7.2	·	77.0	27.3
Cc1n[nH]c(=O)n(N=Cc2c[nH]c3ccccc23)c1=O	2.3	-6.2	-6.6	-6.4	2.4	·	-14.6	13.6	·	-43.4	-0.6
Cc1cc(C(=O)NCc2cccs2)no1	7.2	-7.6	15.8	-18.0	·	-5.2	-12.2	-18.5	-14.3	-2.9	3.3
COc1cc(C(=O)Oc2cccc(/C=N/NC(=O)c3cccnc3)c2)cc(OC)c1OC	-1.2	-5.3	12.3	-8.8	6.3	2.7	-2.9	-3.7	18.5	10.1	-2.4
CC#CCN1c2ccccc2[C@]23C[C@@H](C(=O)OC)N(C(=O)NCCBr)C2=NC(C(=O)OC)=C(C(=O)OC)[C@H]13	-2.1	-6.8	16.5	-3.8	4.2	4.8	1.9	11.3	5.9	6.7	4.9
CN(C)S(=O)(=O)c1ccc(=S)[nH]c1	7.7	-4.7	10.6	-9.0	12.2	3.1	10.6	16.2	-5.9	-23.6	0.4
COc1ccc(C2/C=C\CN(Cc3ccco3)CC(=O)N2Cc2ccc(F)cc2)cc1 (stereo not drawn)	1.8	-2.8	-3.7	-1.8	-5.1	-0.8	-8.9	2.2	1.9	-54.7	-15.6
O=c1[nH]c(=O)c2nnc(N/N=C\c3ccc(O)cc3)nc2[nH]1	1.4	-6.7	-2.6	6.5	-0.9	3.3	-12.5	11.2	-3.3	-5.8	6.3
COc1ccccc1-c1cnc(C(O)c2ccc(Cl)cc2C)[nH]1 (stereo not drawn)	0.9	-4.3	0.5	4.1	-5.0	·	-20.1	-12.7	·	-6.7	11.7
COc1ccc(OC)c(NC(=O)c2sc3nc(C)cc(C)c3c2N)c1	-1.0	-24.1	-12.4	-30.1	10.1	·	-27.1	-35.1	-22.0	-4.5	18.8
O=C(Nc1ccc([N+](=O)[O-])cc1)Nn1cnnc1	-11.8	-4.7	9.9	3.9	-2.0	-0.3	-8.0	9.4	-1.5	9.0	3.1
COc1cnc(-c2ccccn2)nc1Sc1ccccc1	-2.0	-4.5	-28.4	0.7	-17.3	5.5	94.3*	-53.0	2.8	36.8	0.9
CC(C)CN1C(=O)NC(NC(=O)c2ccco2)(C(F)(F)F)C1=O (stereo not drawn)	10.0	·	1.5	7.5	-1.1	-1.9	-4.1	14.4	-1.7	0.0	-11.3
C=CCN1C(=O)C(O)(CC(=O)c2c(C)n[nH]c2C)c2cc(Br)ccc21 (stereo not drawn)	3.5	-0.9	10.5	13.8	13.2	1.2	-13.3	15.6	5.0	-0.2	-5.9
